Compound activity (PubChem BioAssay)
LYP inhibition = inhibitors of LYP phosphatase, biochemical, fluorescence intensity, uHTS (AID 1779); inhibition, % at 11.5 µM, or IC50 in µM where a hit was titrated; recombinant LYP phosphatase, fluorescence intensity; higher % means a stronger effect; Tyrosine-protein phosphatase non-receptor type 22 (Homo sapiens); actives 0.054% (n = 290,000);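 note: plate controls were vehicle with enzyme for no effect and no enzyme for full effect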
KOR beta-arrestin-1 = KOR agonists, beta-arrestin recruitment, primary screen, cell-based, luminescence, uHTS (AID 1777); Kappa-type opioid receptor (Homo sapiens); KOR beta-arrestin recruitment, luminescence; higher % means a stronger effect; activation, % at 10 µM; hits with a dose series show EC50 in µM; actives 0.02% (n = 280,000); in the data active = activation above about 50%, passing the limit was not always enough; note: a part of the inactive calls stands beside numbers as strong as those of hits
XIAP displacement = XIAP antagonists, biochemical, IAP family, fluorescence polarization (AID 1018). actives 0.007% (n = 200,000). XIAP BIR domain, fluorescence polarization peptide displacement; higher % means a stronger effect. one-dose displacement, % at 20 µM; IC50 in µM for titrated hits; in the data active = displacement above about 50%; note: a part of the inactive calls stands beside numbers as strong as those of hits
PMI inhibitors = inhibitors of human PMI, primary screen, biochemical, fluorescence intensity, coupled assay (AID 1209); purified PMI enzyme, coupled fluorescence intensity; higher % means a stronger effect; inhibition, % at 20 µM, or IC50 in µM where a hit was titrated; actives 0.42% (n = 190,000);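 note: plate controls were DMSO vehicle for no effect and wells lacking substrate for full effect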
NOD1 inhibition = NOD1 signaling inhibitors, primary screen, cell-based, luminescence, uHTS (AID 1578) | NOD1-driven NF-kB luciferase reporter cells, luminescence; higher % means a stronger effect | one-dose inhibition, % at 4 µM; EC50 in µM for titrated hits | actives 1% (n = 290,000); in the data active = inhibition mostly above about 36%, no sharp cut-off; inactive = mostly below about 34%;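 note: HEK-293T reporter cells stimulated with the NOD1 agonist gamma-tri-DAP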
NOD2 inhibition = NOD2 signaling inhibitors, cell-based, luminescence, uHTS, HEK293 (AID 1566). inhibition, % at 4 µM; hits with a dose series show EC50 in µM. actives 0.63% (n = 290,000). HEK293 NOD2/NF-kB luciferase reporter, luminescence; higher % means a stronger effect; note: many of its hits are not listed in these tables
TNAP activators = human TNAP enzyme activators, primary screen, biochemical, luminescent, no phosphate acceptor, uHTS (AID 1001). purified TNAP, luminescent activation assay, no phosphate acceptor; higher activation fold means a stronger effect. Alkaline phosphatase, tissue-nonspecific isozyme (Homo sapiens). actives 0.03% (n = 200,000). activation fold at 20 µM; hits with a dose series show EC50 in µM; in the data active = activation fold from about 3, or a potency from the dose series; inactive = the rest, 99 in 100 with activation fold below about 1.6; note: many of its hits are not listed in these tables
KOR beta-arrestin-2 = KOR antagonists, beta-arrestin recruitment, cell-based, luminescence, uHTS (AID 1778); Kappa-type opioid receptor (Homo sapiens); KOR beta-arrestin recruitment, luminescence, antagonist mode; higher % means a stronger effect; inhibition, % at 10 µM, or IC50 in µM where a hit was titrated; actives 0.091% (n = 290,000); note: strong numbers were not always called active
human PMI inhibitors = human PMI inhibitors, high substrate, primary screen, biochemical, fluorescence intensity, high mannose 6-phosphate (AID 1220). Mannose-6-phosphate isomerase (Homo sapiens). recombinant PMI enzyme, coupled fluorescence intensity; higher % means a stronger effect. one-dose inhibition, % at 20 µM; IC50 in µM for titrated hits. actives 0.66% (n = 190,000)
The depositor's hits bear a star; · = not tested or not shown; [ ] = remark or other dose. Cut-off read from the data, not from the text of the source, unless noted: active = inhibition above about 50%; inactive = the rest.

Molecule	LYP inhibition	KOR beta-arrestin-1	XIAP displacement	PMI inhibitors	NOD1 inhibition	NOD2 inhibition	TNAP activators	KOR beta-arrestin-2	human PMI inhibitors
O=C(NNC(=O)C(c1ccccc1)c1ccccc1)c1cccs1	-5%	-1.0%	-3.8%	6%	-18%	-2%	1.1	30%	8%
COc1ccc(C(=O)C[n+]2cccc3cc(C)ccc32)cc1	-1%	2.6%	·	·	-24%	3%	·	4%	·
CCOC(=O)/C(=C\C=C1/Sc2ccccc2N1CC)C(C)=O	6%	5.1%	-16%	11%	6%	15%	0.7	25%	2%
COc1cc(/C=C/C(=O)Nc2ccccc2C(F)(F)F)cc(OC)c1OC	2%	-2.4%	-2.1%	11%	22%	9%	1	0%	17%
O=[N+]([O-])c1ccc(/C=C/c2nc3ccc([N+](=O)[O-])cc3[nH]2)cc1	5%	-1.4%	-18%	14%	58%	9%	1.1	11%	10%
Cc1ccc(S(=O)(=O)N(C)CC(=O)NCCCn2ccnc2)cc1	-10%	-2.5%	·	·	-9%	12%	·	6%	·
CCC(C)(C)NC(=O)CN(Cc1ccc(F)cc1)C(=O)CCC(=O)Nc1ccccn1	-9%	-2.4%	·	·	-11%	11%	·	3%	·
Cc1nn(CC(=O)N(C)Cc2ccccc2)c(=O)c2cccn12	-7%	-3.6%	·	·	4%	12%	·	-4%	·
OCCN1CCN(c2ncnc3sc4c(c23)CCCC4)CC1	-8%	0.1%	·	·	12%	17%	·	-31%[20 µM]	·
CCCN1CCN(S(=O)(=O)c2cc3c(cc2C)NC(=O)CO3)CC1	-9%	-4.9%	·	·	0%	4%	·	-1%[20 µM]	·
Cc1cc(NC(=O)Nc2cccc(C(F)(F)F)c2)no1	5%	7.2%	-0.2%	6%	-8%	1%	1	-14%	3%
CC1=C(C(=O)OC2CCCC2)C(c2ccc(C)o2)C2=C(CC(c3cccs3)CC2=O)N1 (stereo not given)	3%	11%	0.7%	16%	8%	15%	1.1	32%	4%
Cn1c(=NC(=O)COc2ccccc2)sc2ccccc21	0%	1.5%	-7.2%	4%	-27%	-47%	1.3	-3%	0%
COC(=O)c1ccc(OC(=O)CN2C(=O)c3ccccc3C2=O)cc1	-8%	-3.3%	·	·	-14%	14%	·	-47%[20 µM]	·
C/C=C/c1ccc(OCCCn2cncn2)c(OC)c1	-4%	2.4%	-1.6%	7%	·	-9%	1.1	4%	6%
COC(=O)c1ccc(NC(=S)NC(=O)C2CCC2)cc1	-5%	-1.2%	·	·	-42%	9%	·	11%	·
CS(=O)(=O)NN1C(=O)c2ccccc2NC1c1cccc2cccnc12 (stereo not given)	-2%	0.5%	-4.2%	19%	-28%	-11%	1.1	-14%	0%
COc1ccc(C)cc1NC(=O)C(Sc1nnnn1C)c1ccccc1 (stereo not given)	-1%	-2.5%	-3.4%	13%	-32%	2%	1.1	-24%	14%
CCC(C)[C@H](NC(=O)Nc1ccccc1F)C(=O)OC (stereo not given in full)	-2%	3.7%	·	·	-8%	10%	·	-18%	·
CCOC(=O)CN(C(=O)CSc1nnc(-c2ccc(OC)c(OC)c2)o1)c1ccc(F)cc1	-2%	-5.0%	-3.0%	-7%	-4%	4%	1.1	-29%	-6%
CCC(C)NCCOCCOc1ccc(Br)cc1 (stereo not given)	-8%	-3.9%	-1.9%	-10%	2%	1%	1.1	-5%	-10%
COc1ccc(-c2cc(C(=O)NCc3cn(C)nc3C)c3ccccc3n2)cc1OC	2%	-1.5%	-9.4%	-7%	-12%	12%	1.1	23%	-5%
O=C(Nc1nnc(/C=C/c2ccccc2)s1)c1ccco1	-4%	-0.1%	·	·	-13%	-30%	·	0%	·
O=C(N[C@H]1CC1c1ccccc1)c1ccc([N+](=O)[O-])cc1 (stereo not given in full)	-5%	0.8%	·	·	-4%	-135%	·	-1%	·
CCN(CC)S(=O)(=O)c1ccc2c(c1)c(=O)c(C(=O)N1CCOCC1)cn2C	-9%	1.1%	-2.7%	3%	-12%	2%	1.1	7%	-4%
COc1cc(S(=O)(=O)N2CCN(c3ccccn3)CC2)ccc1Br	-8%	0.4%	·	·	-23%	26%	·	-43%[20 µM]	·
COc1ccc(CN(C(=O)c2ccco2)c2ccc(C)cc2)cc1OC	-10%	2.9%	-6.8%	5%	-12%	10%	1.1	-19%	9%
Cc1cc(C)cc(N(CC(=O)N2CCOCC2)S(=O)(=O)c2ccccc2)c1	-8%	-6.1%	-8.0%	2%	-28%	12%	1	16%	3%
CCCCC(=O)Oc1c(S(=O)(=O)c2ccccc2)c(C)nn1C(C)(C)C	-2%	3.5%	·	·	-7%	-23%	·	-24%	·
Cc1ccc(Cl)cc1N1CCN(Cc2cc(=O)n3ccsc3n2)CC1	-2%	8.5%	-4.5%	-8%	17%	-9%	0.9	-39%	0%
Cc1nc(C)n(C(C)CNC(=O)c2ccccc2)n1 (stereo not given)	-8%	-3.3%	·	·	-6%	11%	·	-42%[20 µM]	·
CCc1cccc(C)c1NS(=O)(=O)c1cc(Br)cnc1N	-7%	-2.7%	·	·	33%	-13%	·	-24%	·
Cc1c(NS(=O)(=O)c2ccc(N3CCCCC3)c([N+](=O)[O-])c2)c(=O)n(-c2ccccc2)n1C	8%	5.8%	-10%	0%	-19%	-2%	1	-7%	8%
C/C(=N\NC(=O)c1csc(C)c1C)c1ccc(Cl)s1	-1%	5.5%	-9.4%	-23%	-30%	-52%	1	-4%	-24%
CCc1ccc(-c2cc3c(=O)n(CC(=O)NCCCN4CCN(Cc5ccccc5)CC4)nc(C)n3n2)cc1	-5%	0.7%	·	·	-28%	-1%	·	-31%	·
CCC(C)N1C(=O)S/C(=C/c2ccc(Sc3nc4ccccc4[nH]3)o2)C1=O (stereo not given)	-5%	-1.0%	-4.1%	12%	·	47%	1.1	-22%	8%
CCn1c(SCC(=O)N2CC(C)OC(C)C2)nc2c([nH]c3ccccc32)c1=O (stereo not given)	-7%	6.4%	·	·	43%	6%	·	-20%	·
O=C(NCCc1ccc(Cl)cc1)c1cc(=O)[nH]c2ccccc12	-8%	8.0%	·	·	-3%	8%	·	-47%	·
CCc1cccc(NC(=O)NC2CCCCC2)c1	1%	-0.5%	-4.8%	15%	4%	-21%	1.1	2%	11%
Cc1ccc(C(=O)C[n+]2ccccc2C)cc1[N+](=O)[O-]	-4%	10%	·	·	9%	11%	·	1%	·
COc1ccc(NC(=O)Cc2cccc(F)c2)cc1S(=O)(=O)Nc1ccccc1Cl	-3%	1.1%	·	·	2%	17%	·	-19%	·
CC(=O)NNS(=O)(=O)c1ccccc1[N+](=O)[O-]	-5%	4.9%	-5.6%	3%	-28%	-3%	1	22%	4%
Cc1nc2ccccc2n1CC(=O)NCc1ccccc1	-4%	·	-1.1%	14%	19%	23%	1.1	·	14%
O=C(COC(=O)C1=COCCO1)NCCCc1ccccc1	-7%	-9.2%	-2.3%	2%	-2%	12%	1.1	12%	3%
COc1cccc(CC(NC(C)=O)C(=O)NC2CCN(C(=O)NCc3ccccc3)CC2)c1 (stereo not given)	-6%	-3.1%	·	·	-6%	8%	·	-22%	·
COc1ccc(N(C)S(=O)(=O)c2cccc(C(=O)Nc3nnc(C4CC4)s3)c2)cc1	7%	6.3%	-9.2%	-15%	-3%	-3%	1	-10%	-7%
Cc1ccc(Cl)cc1N1CCN(S(=O)(=O)c2ccc(-c3ccc(=O)[nH]n3)o2)CC1	-10%	6.3%	·	·	-4%	6%	·	-15%	·
COc1ccc(C2c3c(ncn(CCCN4CCOCC4)c3=N)Oc3ccc4ccccc4c32)cc1OC (stereo not given)	-7%	1.6%	·	·	-7%	18%	·	17%	·
CCc1ccc(NC(=O)NC2CCCCCCC2)cc1	-4%	3.8%	·	·	-115%	-52%	·	-16%	·
Cc1ccc(CCN2CC(C(=O)NCCN3CCCCCC3)CC2=O)cc1 (stereo not given)	-7%	2.6%	-2.3%	-4%	-13%	7%	1.1	-17%	-5%
CCCn1c2ccccc2c2nnc(SC(CC)C(=O)Nc3sc4c(c3C#N)CCCC4)nc21 (stereo not given)	6%	·	-13%	21%	16%	7%	1	-20%	13%
COC(=O)c1ccc(CN2CCC(CO)(Cc3ccccc3Cl)CC2)cc1	-7%	·	-4.6%	·	-20%	13%	1	-13%[20 µM]	·

A stretch from further up:
Molecule	LYP inhibition	KOR beta-arrestin-1	XIAP displacement	PMI inhibitors	NOD1 inhibition	NOD2 inhibition	TNAP activators	KOR beta-arrestin-2	human PMI inhibitors
COc1ccc(CN(C(=O)c2ccco2)c2ccc(C)cc2)cc1OC	-10%	2.9%	-6.8%	5%	-12%	10%	1.1	-19%	9%
Cc1cc(C)cc(N(CC(=O)N2CCOCC2)S(=O)(=O)c2ccccc2)c1	-8%	-6.1%	-8.0%	2%	-28%	12%	1	16%	3%
CCCCC(=O)Oc1c(S(=O)(=O)c2ccccc2)c(C)nn1C(C)(C)C	-2%	3.5%	·	·	-7%	-23%	·	-24%	·
Cc1ccc(Cl)cc1N1CCN(Cc2cc(=O)n3ccsc3n2)CC1	-2%	8.5%	-4.5%	-8%	17%	-9%	0.9	-39%	0%
Cc1nc(C)n(C(C)CNC(=O)c2ccccc2)n1 (stereo not given)	-8%	-3.3%	·	·	-6%	11%	·	-42%[20 µM]	·
CCc1cccc(C)c1NS(=O)(=O)c1cc(Br)cnc1N	-7%	-2.7%	·	·	33%	-13%	·	-24%	·
Cc1c(NS(=O)(=O)c2ccc(N3CCCCC3)c([N+](=O)[O-])c2)c(=O)n(-c2ccccc2)n1C	8%	5.8%	-10%	0%	-19%	-2%	1	-7%	8%

An excerpt; count on the stated rates, not on these rows.
